# Rab9 prom act = Rab9 promoter activation; Huh7 Rab9 promoter-luciferase reporter, luminescence, 24 h; Potency, µM (series often up to 9.22 µM), inactives show top-dose activation, negative = inhibition, hits mostly activators; 320,000 tested, 2.8% active; further: potency means the concentration at half of the fitted maximal effect; % of control where 0% means no effect; nearly all actives have a fitted effect of over 60% in size
#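 Luciferase signal after 10 min detection reagent at ambient indicates Rab9 promoter upregulation; stably transfected Huh7 cells were treated 24 h with compound in DMSO at 37 °C, 5% CO2.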
# RORgamma inh = inhibitors of mouse ROR gamma transcriptional activity; P51450; Drosophila S2 Gal4-RORgamma UAS-luciferase reporter, 20 h; Potency, µM (titrated, usually from 53.6 µM), for the others: at the highest dose activity change, negative = inhibition, usual class: inhibitors; 310,000 tested, 5.4% active; AID 2551; further: potency means the concentration at half of the fitted maximal effect; on the % scale 0 is the no-effect control and ±100 the full control effect; nearly all actives have a fitted effect of over 60% in size
# Target sequence (P51450 whole entry, looked up, the tested form may be a part): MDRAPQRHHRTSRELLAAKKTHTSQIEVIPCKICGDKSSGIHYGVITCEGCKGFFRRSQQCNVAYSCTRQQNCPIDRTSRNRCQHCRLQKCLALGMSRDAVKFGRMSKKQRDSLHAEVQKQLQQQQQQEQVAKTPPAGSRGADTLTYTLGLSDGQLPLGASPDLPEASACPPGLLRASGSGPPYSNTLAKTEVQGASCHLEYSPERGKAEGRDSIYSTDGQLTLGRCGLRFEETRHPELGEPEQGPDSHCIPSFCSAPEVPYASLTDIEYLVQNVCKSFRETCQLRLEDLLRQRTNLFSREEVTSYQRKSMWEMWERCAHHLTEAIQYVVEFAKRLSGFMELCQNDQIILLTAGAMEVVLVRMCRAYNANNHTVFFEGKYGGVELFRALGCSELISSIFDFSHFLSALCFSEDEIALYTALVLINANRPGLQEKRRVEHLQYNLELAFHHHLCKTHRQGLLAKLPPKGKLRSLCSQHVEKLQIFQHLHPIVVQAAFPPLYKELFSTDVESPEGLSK
#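 Stable Schneider cell line, Gal4 DNA-binding domain fused to ROR gamma, UAS-luciferase. Cmpd 1 hr RT → CuSO4 700 uM final → 20 hr RT → luciferase reagent 10 min → luminescence.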
# FLuc counter = firefly luciferase modulation, counter-screen for miR-21 project. purified FLuc, Km substrates, luminescence inhibition. Potency, µM (top dose mostly 57.5 µM), for inactives: at the top dose activity change, negative = inhibition, usual class: inhibitors. 360,000 tested, 6.9% active. AID 588342. P08659;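 further: potency means the concentration at half of the fitted maximal effect; plate controls were vehicle for no effect and reference inhibitor for full effect; nearly all actives have a fitted effect of over 55% in size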
#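 Purified P. pyralis luciferase, 10 nM final, with Km-level 10 uM D-luciferin and 10 uM ATP in 50 mM Tris acetate pH 7.5, 10 mM Mg acetate, 0.01% Tween-20, 0.05% BSA; 6-point qHTS titration about 60 µM downward; luminescence read.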
# ELG1 genotox = inducers of genotoxicity in HEK293T ELG1-luciferase cells | HEK293T ELG1-luciferase reporter, luminescence, 16 h | Potency, µM (doses to about 46 µM), without a hit: at the top dose activity change, positive = activation, hits mostly activators | 330,000 tested, 1.3% active | AID 504466; further: potency means the concentration at half of the fitted maximal effect; % of control where 0% means no effect; nearly all actives have a fitted effect of over 60% in size
#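 16 hr compound incubation (37 °C, 5% CO2) of HEK293T cells carrying luciferase-tagged ELG1; luciferase then measured by ONE-Glo luminescence after 30 min at RT.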
# NPC1 prom act = activates the NPC1 promoter; Huh7 NPC1 promoter luciferase reporter, 24 h; Potency, µM (top dose mostly 9.22 µM), for inactives: at the top dose activation, most hits filed as activators; 320,000 tested, 2.4% active; AID 485313;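 further: potency means the concentration at half of the fitted maximal effect; % of control where 0% means no effect; nearly all actives have a fitted effect of over 60% in size; reporter is driven by a mutant NPC1 promoter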
#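 Readout is luciferase luminescence, reflecting NPC1 promoter activation in stably transfected Huh7 cells after 24 h compound exposure at 37 °C in reduced-serum medium with 10% FBS.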
# Tb PFK inh = blocks T. brucei phosphofructokinase | O15648 | T. brucei PFK, ADP-Glo luminescence | Potency, µM (top dose mostly 57.5 µM), for the others: top-dose activity, negative = inhibition, actives largely listed as inhibitors | 330,000 tested, 0.17% active | AID 485367;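 further: potency means the concentration at half of the fitted maximal effect; 0% = uninhibited 1x PFK enzyme wells and -100% = no-enzyme wells; nearly all actives have a fitted effect of over 60% in size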
# Target sequence (O15648 whole entry, looked up): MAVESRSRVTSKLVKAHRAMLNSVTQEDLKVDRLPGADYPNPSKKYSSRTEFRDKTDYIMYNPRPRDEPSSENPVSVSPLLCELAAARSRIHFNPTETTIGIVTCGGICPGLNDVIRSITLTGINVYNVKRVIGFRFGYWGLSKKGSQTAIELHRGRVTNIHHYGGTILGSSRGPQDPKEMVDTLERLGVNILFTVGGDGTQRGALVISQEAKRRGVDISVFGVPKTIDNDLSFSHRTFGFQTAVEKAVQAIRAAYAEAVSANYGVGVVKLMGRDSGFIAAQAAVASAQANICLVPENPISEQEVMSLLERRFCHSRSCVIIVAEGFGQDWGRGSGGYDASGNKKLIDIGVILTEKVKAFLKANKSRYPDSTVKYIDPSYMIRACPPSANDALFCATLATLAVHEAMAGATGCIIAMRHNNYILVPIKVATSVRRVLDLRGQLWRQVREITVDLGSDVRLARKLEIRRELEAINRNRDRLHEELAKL
#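 1.25 nM PFK with 0.5 mM F6P and 0.1 mM ATP in 0.1 M TEA pH 8.0, 5 mM MgCl2, incubated 45 min at room temperature; ADP measured by ADP-Glo luminescence; compounds titrated up to 57 uM.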
# BRCA1 expr act = BRCA1 expression activation. Potency, µM (titrated, usually from 46.1 µM), for inactives: at the top dose activation, most hits filed as activators. 380,000 tested, 1.1% active. MCF7-BRCA1-FFLuc reporter, luminescence, 48 h; response scale: scaled: vehicle 0%, 10 µM genistein 100%. AID 624202; further: potency means the concentration at half of the fitted maximal effect; nearly all actives have a fitted effect of over 80% in size; some results filed as inactive show a strong effect at the top dose
#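 Activators of BRCA1 expression were detected as increased firefly luciferase luminescence in engineered MCF7 cells after 48 h compound incubation. Signals were scaled to genistein 10 microM as full activation.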
# ELG1 DNA repair = inhibitors of ELG1-dependent DNA repair in HEK293T cells. HEK293T ELG1-luciferase reporter, luminescence, 16 h; DNA damage induced by 5-fluorouridine. 330,000 tested, 2.3% active. Potency, µM (top dose mostly 46.1 µM), for inactives: at the top dose activity change, negative = inhibition, most hits filed as inhibitors. AID 504467; further: potency means the concentration at half of the fitted maximal effect; on the % scale 0 is the no-effect control and ±100 the full control effect; nearly all actives have a fitted effect of over 55% in size
#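 Step one: seed 2,000 cells per well. Step two: pin-transfer compound or DMSO alongside 5-fluorouridine. Step three: incubate 16 hr, 37 °C, 5% CO2. Step four: add ONE-Glo, wait 30 min, read luminescence.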
# TRPV1 agonist = activates the human vanilloid receptor TRPV1 | Q8NER1 | TRPV1-expressing cells, Fluo-8 calcium influx, agonist mode | activation, % at 8.33 µM | 320,000 tested, 0.19% active | AID 540275; in the data active means activation above about 80%; inconclusive means between about 30% and that limit; further: 0% is about no effect
#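 Fluo-8 calcium influx in TRPV1-expressing cells, kinetic read (ex 480/em 520 nm). Compound added and read 3 min for agonist activity, followed by capsaicin at EC20 final and 2 min further read for enhancement.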
# VP16 counter = Gal4-VP16 reporter inhibition counter-screen | Potency, µM (doses to about 53.6 µM), for the others: at the highest dose activity, negative = inhibition, most hits filed as inhibitors | 310,000 tested, 3.5% active | Drosophila S2 Gal4-VP16 UAS-luciferase, luminescence, 20 h | AID 2546;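 further: Gal4-VP16 expression switched on by copper sulfate through the metallothionein promoter; potency means the concentration at half of the fitted maximal effect; on the % scale 0 is the no-effect control and ±100 the full control effect; nearly all actives have a fitted effect of over 50% in size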
# p53 reactivation = restores transcriptional activity of mutant p53; H1299 p53-A138V BP100-luciferase reporter, luminescence, 24 h; Potency, µM (titrated, usually from 92.2 µM), without a hit: at the top dose activity change, positive = activation, hits mostly activators; 320,000 tested, 0.063% active; AID 504706; further: potency means the concentration at half of the fitted maximal effect; % of control where 0% means no effect; nearly all actives have a fitted effect of over 45% in size
#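 p53-null H1299 cells stably carrying temperature-sensitive p53-A138V and a BP100-luciferase reporter were pinned with compounds (4-point, 1:5 series) and held 24 hrs at 37 deg C. Luminescence was read 10 min after detection reagent.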
# An asterisk follows results filed as active; ? = inconclusive; . = not tested or not shown; [ ] = another dose, or the depositor's remark. Unless noted, the call rests on the fitted dose curve; in most records, active means well fitted curve in the direction sought with a large enough effect; inconclusive means small, poorly fitted or top-dose-only effect, or another doubt; inactive means no such curve, though single readings can be large; an effect the other way counts as inactive or inconclusive.
1) CC(C)c1nc2cc(C(=O)N3CCNC(=O)C3c3ccc(F)cc3)ccc2o1 (stereo not given)
2) CN(C(=O)COc1ccccc1)c1nnc(-c2ccncc2)s1
3) O=C(c1cnc2n(c1=O)CCS2)N(C1CCCCC1)C1CCCCC1
4) Cc1cc(C)nc(/N=C(\N)Nc2ccc(OCCC(C)C)cc2)n1
5) O=C(NC(=S)Nc1ccc(F)c(Cl)c1)C1CC1
6) COc1ccccc1NC(=O)c1ccc(S(=O)(=O)N2CCCC2)cc1

Compound	1	2	3	4	5	6
Rab9 prom act	-5%	0%	-2%	-34%[inhibitor]	4%	-7%
RORgamma inh	?	-44%	-9%	?	5.6µM*	-38%
FLuc counter	-1%	3%	1%	3%	-1%	0%
ELG1 genotox	-12%	0%	-2%	-4%	4%	-1%
NPC1 prom act	-1%	-5%	-1%	-28%	7%	0%
Tb PFK inh	-2%	1%	0%	0%	0%	-1%
BRCA1 expr act	19%	0%	0%	-93%[inhibitor]	6%	6%
ELG1 DNA repair	0%	8%	0%	-15%	10%	-4%
TRPV1 agonist	1	1	2	6	29	18
VP16 counter	?	-4%	15%	-29%	7.1µM*	-6%
p53 reactivation	-1%	3%	3%	-6%	0%	-4%

7) O=C(c1ccco1)N1CCN(C(=O)C(Sc2ccccc2)c2ccccc2)CC1 (stereo not given)
8) O=C(CSc1nnc(CNc2ccc(Cl)cc2)o1)Nc1nc2ccccc2s1
9) O=C(O)CCN1C(=O)c2ccc(Oc3ccc([N+](=O)[O-])cc3)cc2C1=O
10) COc1cccc(C2C(C(=O)c3cc4ccccc4o3)=C(O)C(=O)N2CCN2CCOCC2)c1 (stereo not given)
11) O=C(Nc1ccccc1)NC1(C(=O)NCc2ccc3c(c2)OCO3)CCCCC1
12) Cc1ccc(CN2CCN(Cc3ccc(-n4cccn4)cc3)CC2CCO)cc1 (stereo not given)

Compound	7	8	9	10	11	12
Rab9 prom act	-13%	4%	2%	4%	2%	-1%
RORgamma inh	-2%	14µM*	12%	4%	6%	4%
FLuc counter	0%	4%	3%	0%	2%	0%
ELG1 genotox	-8%	2%	-3%	2%	0%	-5%
NPC1 prom act	-6%	-4%	0%	6%	-3%	-4%
Tb PFK inh	-22%	-6%	-2%	-12%	-6%	-5%
BRCA1 expr act	-10%	4%	-12%	-23%	-1%	-4%
ELG1 DNA repair	?	-6%	-1%	11%	-9%	?
TRPV1 agonist	.	-3	0	4	0	2
VP16 counter	-13%	?	?	-1%	-9%	-2%
p53 reactivation	-9%	11%	?	1%	-2%	-4%

# 3 entries from above, ordered by number of heavy atoms, low to high:
9) O=C(O)CCN1C(=O)c2ccc(Oc3ccc([N+](=O)[O-])cc3)cc2C1=O
7) O=C(c1ccco1)N1CCN(C(=O)C(Sc2ccccc2)c2ccccc2)CC1 (stereo not given)
10) COc1cccc(C2C(C(=O)c3cc4ccccc4o3)=C(O)C(=O)N2CCN2CCOCC2)c1 (stereo not given)

Compound	9	7	10
Rab9 prom act	2%	-13%	4%
RORgamma inh	12%	-2%	4%
FLuc counter	3%	0%	0%
ELG1 genotox	-3%	-8%	2%
NPC1 prom act	0%	-6%	6%
Tb PFK inh	-2%	-22%	-12%
BRCA1 expr act	-12%	-10%	-23%
ELG1 DNA repair	-1%	?	11%
TRPV1 agonist	0	.	4
VP16 counter	?	-13%	-1%
p53 reactivation	?	-9%	1%

# (more compounds)
13) COc1cccc(CN2CCC(Oc3ccc(C(=O)N4CCCCC4)cc3)CC2)c1O
14) N#CC1=C(N)Oc2cc(O)ccc2C1C1CCCCC1 (stereo not given)
15) Cc1cc(=O)n2[nH]c(-c3ccc(Cl)cc3)cc2n1
16) CCOc1ccc(NC(=O)c2ccc(-n3cccn3)nc2)cc1
17) CCOc1ccc(S(=O)(=O)N(CC)CC(=O)N2CCCC2)cc1C
18) COc1ccc(N(CC(=O)N/N=C(\C)c2ccc(C)cc2)S(=O)(=O)c2ccccc2)cc1

Compound	13	14	15	16	17	18
Rab9 prom act	-4%	-3%	3.5µM*	22%	-1%	-2%
RORgamma inh	12%	38%	?	15%	-5%[1.91 µM]	1%
FLuc counter	-2%	-3%	12µM*	-1%	1%	-3%
ELG1 genotox	-6%	0%	13%	-1%	0%	4%
NPC1 prom act	-6%	-24%	?	-6%	-3%	-2%
Tb PFK inh	1%	2%	-25%	-2%	1%	-11%
BRCA1 expr act	-19%	-41%	?	2%	-8%	17%
ELG1 DNA repair	?	?	?	5%	0%	10%
TRPV1 agonist	-1	-3	-2	-1	1	-3
VP16 counter	-6%	-13%	?	-18%	1%	3%
p53 reactivation	4%	-15%	?	5%	4%	7%

19) CN(C)/C=C(/C#N)C(=O)c1cccc(Oc2ccc(C(C)(C)C)cc2)c1
20) CC1CCCC(NC(=O)COC(=O)CN2C(=O)C3CCCCC3C2=O)C1C (stereo not given)
21) Cc1sc2nc(CSC(C)C(=O)N(C)CC(=O)Nc3ccccc3C(F)(F)F)[nH]c(=O)c2c1C (stereo not given)
22) CCOC(=O)c1c(-c2ccccc2)oc2ccc(OC)cc12
23) N=C(c1cccc([N+](=O)[O-])c1)N1CCCCC1
24) CC1CN(CC(O)COC(c2ccc(Cl)cc2)c2ccc(Cl)cc2)CC(C)O1 (stereo not given)

Compound	19	20	21	22	23	24
Rab9 prom act	-3%	-5%	-4%	-2%	-8%	-3%
RORgamma inh	37%	36%	.	0%	10%	18%
FLuc counter	15µM*	-1%	-2%	4%	0%	-8%
ELG1 genotox	-1%	-2%	-16%	-2%	2%	-2%
NPC1 prom act	0%	-1%	-2%	-1%	1%	3%
Tb PFK inh	3%	0%	-12%	1%	0%	0%
BRCA1 expr act	9%	-22%	-13%	-27%	5%	-79%
ELG1 DNA repair	?	9%	?	0%	-4%	18µM*
TRPV1 agonist	1	18	0	4	0	6
VP16 counter	-1%	25%	.	18%	-1%	1%
p53 reactivation	8%	-6%	-5%	-4%	-3%	8%

# Remaining list, next part.
entry	compound	Rab9 prom act	RORgamma inh	FLuc counter	ELG1 genotox	NPC1 prom act	Tb PFK inh	BRCA1 expr act	ELG1 DNA repair	TRPV1 agonist	VP16 counter	p53 reactivation
25	CC(=O)c1cccc(NC(=O)C(C)OC(=O)C2=NNC(=O)CC2)c1 (stereo not given)	.	.	.	4%	.	-2%	6%	18%	.	.	-3%
26	OCCC1CN(Cc2nc3ccccc3s2)CCN1CCc1ccccc1 (stereo not given)	-5%	5%	-13%	-4%	-1%	-2%	-6%	-10%	12	-7%	5%
27	Cc1ccc(S(=O)(=O)CC(C)N2CCN(C3CCCCC3)CC2)cc1 (stereo not given)	1%	22%	0%	2%	-3%	-1%	-28%	-8%	1	-9%	0%
28	COc1cccc(C2C(C#N)=C(N)Oc3cc(C)n(Cc4ccccn4)c(=O)c32)c1OC (stereo not given)	-5%	-19%	2%	1%	0%	-4%	0%	15%	-1	-4%	20%
29	COc1ccc(/C=C(\C#N)C(=O)OCCNC(=O)c2ccncc2)cc1	4%	-6%	?	-1%	-1%	7%	7%	-12%	-1	-9%	3%
30	CN(C(=O)Nc1ccccc1)C1CCCc2ccccc21 (stereo not given)	?	13%	-17%	7%	17%	-12%	83%	?	23	7%	17%
31	CNC(=O)CSc1nc2nn(-c3ccccc3)c(=O)c-2c2n1CCCCC2	-5%	-43%	1%	10%	-1%	-7%	-41%	?	-1	12%	1%
32	O=c1[nH]c(N2CCCCC2)nc2c1CCCC2	-5%	?	0%	0%	-5%	-1%	39%	3%	-1	7%	20%
33	CSCC[C@@H](C(=O)NCCCCCCCCCCC(=O)N1CCN(C(=O)OC(C)(C)C)CC1)n1cc(CCO)nn1	-3%	.	-2%	-30%	-6%	0%	-38%	18µM*	18	.	-6%
34	Cc1cccc(N2CCN(C(=O)NCc3ccc(F)cc3)CC2)c1C	-3%	29%	-9%	-15%	-18%	-12%	-18%	-27%	?	-2%	1%
35	C/C(=N\NC(=O)CNC(=O)c1cccc(F)c1)c1ccc2ccccc2c1	-7%	3%	4%	10%	-4%	0%	14%	29%	2	-1%	-4%
36	O=c1cc(C(F)(F)F)nc(-c2cccnc2)[nH]1	-3%	16%	-6%	0%	-2%	-1%	-9%	9%	-1	20%	-1%
37	COC(=O)c1cc(NC(=S)N2CCN(c3ccccn3)CC2)cc(C(=O)OC)c1	0%	4%	-2%	10%	-3%	2%	-11%	4%	5	0%	0%

# Looked up above.
# Cc1cccc(N2CCN(C(=O)NCc3ccc(F)cc3)CC2)c1C | p53 reactivation = 1%
# C/C(=N\NC(=O)CNC(=O)c1cccc(F)c1)c1ccc2ccccc2c1 | p53 reactivation = -4%

# An unsorted share of the library; overall some 15% were active at least once.
